MT1-MMP act inh – blocks activation of human MT1-MMP; P50281; HT1080 RFP-PRO-GFP cells, GFP/RFP ratio fluorescence, overnight; percent of plate control window, DMSO zero; GFP/RFP ratio change, % at 20 µM; 360,000 compounds, 0.061% hits;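 active = GFP/RFP ratio change of at least 30% with cell ATP level not reduced by more than half and red fluorescence within 50% of control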; also: strong numbers were not always called active
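Compound: 20 µM single dose, 1% DMSO / System: HT1080 RFP-PRO-GFP cells / Controls: DMSO and RFP-L50D-GFP cell wells / Read-out basis: GFP/RFP fluorescence ratio / Schedule: overnight compound exposure at 37 °C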
STEP inh – blocks human striatal-enriched tyrosine phosphatase | P54829 | recombinant STEP, OMFP fluorogenic substrate, fluorescence | inhibition, % at 20 µM | 360,000 compounds, 0.25% hits;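 active = inhibition at 20 µM, scaled per plate between control wells, above about 37%, limit read from the data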;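 also: 0% = DMSO with enzyme and substrate and 100% = substrate only without enzyme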
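Material: STEP (striatal-enriched tyrosine phosphatase) enzyme, cell-free; Compound dosing: 20 µM single dose in 1% DMSO; Technique: fluorescence read at 480 nm ex / 540 nm em; Times: reaction 20 min, ambient temperature; Medium: 50 mM Bis-Tris pH 6.0 with 2.5 mM DTT and 0.005% Tween 20; Also added: OMFP at 25 µM.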
DNMT1 inh – blocks human DNA methyltransferase DNMT1. inhibition (reported as % activation of signal), % at 10 µM. 360,000 compounds, 0.83% hits. DNMT1 molecular beacon, Hinp1I cleavage, fluorescence. P26358; in the data active = inhibition above about 50%
Scp-1 inhibitor – inhibitors of human Scp-1 phosphatase. inhibition, % at 20 µM. Recombinant Scp1, phosphopeptide, malachite green phosphate absorbance. 340,000 compounds, 0.88% hits. Q9GZU7;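 active = inhibition above about 50% at 20 µM, limit read from the data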;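 also: plate controls were DMSO wells with enzyme for no effect and wells lacking enzyme for full effect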
Target sequence (Q9GZU7 76-261 limits assumed): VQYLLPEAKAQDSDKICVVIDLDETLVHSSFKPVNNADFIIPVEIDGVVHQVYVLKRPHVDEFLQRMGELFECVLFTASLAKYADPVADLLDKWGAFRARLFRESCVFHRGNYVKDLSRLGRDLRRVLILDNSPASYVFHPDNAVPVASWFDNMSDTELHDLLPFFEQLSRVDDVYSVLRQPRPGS
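Test system – truncated SCP-1 phosphatase (76-261aa) · Reagent – Phosphorylated 17-residue peptide substrate · Incubation – 45 min room-temperature reaction, 5 min colour, 30 min stabiliser · Detection – colorimetric phosphate reagent with accelerator and stabiliser, absorbance at 630 nm · Measure – % inhibition at 20 µM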
NadD block – NadD (S. aureus) enzyme inhibition. purified NadD enzyme, colorimetric absorbance read-out. inhibition, % at 20 µM. 360,000 compounds, 0.78% hits. AID 602399; in the data active = inhibition above about 26%; also: some compounds past the cut are filed as inactive
SKN-1 block – C. elegans SKN-1 inhibition; C. elegans VP596 Pgst-4::GFP/RFP ratio, acrylamide-induced, 24 h; inhibition, % at 21.8 µM; 360,000 compounds, 0.49% hits; AID 624304;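 active = interference check ratio from 0.5 to 1.5 plus GFP to RFP signal ratio inhibition reaching or exceeding a fixed threshold, cut at about 30% in these data, passing the limit was not always enough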; also: some compounds called inactive have numbers as strong as hits
SUMO1-SIM PPI – alters human SUMO1 binding to SIM partners; P63165; SUMO1 binding to a labelled peptide, TR-FRET, 1 h; inhibition, % at 20 µM; 360,000 compounds, 0.33% hits; AID 602429; in the data active = inhibition above about 37%
Target sequence (P63165 whole entry, looked up): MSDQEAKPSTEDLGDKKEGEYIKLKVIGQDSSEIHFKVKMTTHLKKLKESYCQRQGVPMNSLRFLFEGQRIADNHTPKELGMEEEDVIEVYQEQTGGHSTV
LMPTP block – blocks human LMPTP phosphatase; P24666; inhibition, % at 20 µM; 360,000 compounds, 0.22% hits; recombinant LMPTP-A, OMFP fluorogenic substrate, fluorescence intensity;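 active = compounds that cut the enzyme signal by at least half of the control window in the single-dose screen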;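 also: plate controls were DMSO wells with enzyme plus substrate for no effect and substrate without enzyme for full effect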
Target sequence (P24666 whole entry, looked up): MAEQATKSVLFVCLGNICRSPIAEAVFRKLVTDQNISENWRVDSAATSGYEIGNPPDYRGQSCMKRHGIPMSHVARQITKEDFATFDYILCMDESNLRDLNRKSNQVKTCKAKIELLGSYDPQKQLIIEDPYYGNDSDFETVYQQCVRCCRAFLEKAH
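Test system: LMPTP-A, protein tyrosine phosphatase of low molecular weight; Input: 0.625 nM enzyme; Incubation: 50 min dark incubation at room temperature; Signal: endpoint fluorescence intensity from OMFP dephosphorylation; Read-out basis: % inhibition versus control wells.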
CendR NRP1 mod – NRP-1/CendR interaction modulation; O14786; FAM-RPARPAR peptide binding to NRP-1, fluorescence polarization; inhibition, % at 25 µM; 360,000 compounds, 0.85% hits;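 active = inhibition or corrected inhibition above about 18%, plus a signal ratio from 0.5 to 1.5, limit read from the data, passing the limit was not always enough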; also: strong numbers were not always called active
Rpn11 inh – blocks the human proteasome subunit Rpn11; O00487; human 26S proteasome, Ub4-pepOG fluorescence polarization; 20S core pre-blocked with epoxomicin; calls only at 20 µM; 360,000 compounds, 0.59% hits; AID 588493;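 active = inhibition at 20 µM, scaled to each plate's controls, above about 33%, limit read from the data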
Target sequence (O00487 whole entry, looked up): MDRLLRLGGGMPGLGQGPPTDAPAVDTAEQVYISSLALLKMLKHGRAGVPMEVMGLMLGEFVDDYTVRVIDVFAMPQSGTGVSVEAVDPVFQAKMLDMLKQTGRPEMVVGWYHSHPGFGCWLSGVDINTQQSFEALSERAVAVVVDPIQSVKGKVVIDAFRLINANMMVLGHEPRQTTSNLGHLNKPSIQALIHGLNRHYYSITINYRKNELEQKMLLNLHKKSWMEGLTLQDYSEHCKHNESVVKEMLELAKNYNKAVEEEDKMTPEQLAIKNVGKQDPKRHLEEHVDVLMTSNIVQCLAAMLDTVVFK
* hit, by the source's call; i = inactive; . = no result given; + = active, no number.

MT1-MMP act inh,STEP inh,DNMT1 inh,Scp-1 inhibitor,NadD block,SKN-1 block,SUMO1-SIM PPI,LMPTP block,CendR NRP1 mod,Rpn11 inh,canonical_smiles
0,0,4,1,1,3,1,0.2,1,i,NC(=O)CCC(NS(=O)(=O)c1ccc(Cl)cc1)C(=O)NCc1ccccc1Cl (stereo not drawn)
3,-2,0,-3,-13,18,3,-3.5,0,i,O=C(CSc1nnc2ccccn12)NCc1ccc2c(c1)OCO2
1,0,-6,-6,3,12,4,6.2,-7,i,CSCCC(NC(=O)COc1ccccc1)C(=O)N1CCN(c2ccccc2O)CC1 (stereo not drawn)
2,5,1,0,-1,-5,3,1.8,6,i,CSc1ccc(C(=O)C2CCCN(C(=O)c3cccnc3SC)C2)cc1 (stereo not drawn)
-1,-2,0,-15,-3,0,4,-3.5,3,i,CC(=O)c1c(O)cc(=O)oc1-c1ccc(C)cc1
1,-3,1,2,-2,7,1,2.1,4,i,COc1cc(OC)cc(OCC(O)Cn2ccnc2C)c1 (stereo not drawn)
3,1,12,.,-2,13,-2,-0.6,-2,i,O=c1ccn2c(n1)SC(c1ccccc1)C2 (stereo not drawn)
-2,15,62*,-4,-7,26,47*,-1.6,-4,+,Nc1c(C(=O)NCc2ccc3c(c2)OCO3)c2nc3ccccc3nc2n1CCCN1CCOCC1
-4,-3,0,1,1,-8,-4,-0.8,-5,i,COC(=O)CSc1nc(C)cc(C(F)(F)F)c1C#N
2,-2,2,-9,2,3,-4,-0.3,13,i,COc1cccc(NC(=O)CS(=O)(=O)c2cn(CC(=O)N3CCOCC3)c3ccccc23)c1
6,0,-2,.,0,9,13,2.0,-2,i,C=Cc1ccc(Cn2c(C)c(C(=O)NCc3cccc(C)c3)sc2=O)cc1
-1,1,2,-11,-2,4,-3,0.4,0,i,FC(F)(F)c1cccc(Cc2noc(CN(Cc3ccccn3)CC3CCCO3)n2)c1 (stereo not drawn)
0,0,2,-9,7,-4,0,-0.8,4,i,Cc1cc(OC(=O)c2cccc(F)c2)c([N+](=O)[O-])c(=O)[nH]1
2,-4,0,-7,-3,17,-7,-2.8,4,i,COc1cc(C(=O)N(CCN(C)C)CC2CCCN(Cc3ccccc3F)C2)ccc1C (stereo not drawn)
-2,3,1,-2,-1,-7,3,-2.0,4,i,CCOc1ccc(N=C2NC(=O)CS2)cc1

Of the compounds above, four contain fluorine.
MT1-MMP act inh,STEP inh,DNMT1 inh,Scp-1 inhibitor,NadD block,SKN-1 block,SUMO1-SIM PPI,LMPTP block,CendR NRP1 mod,Rpn11 inh,canonical_smiles
-4,-3,0,1,1,-8,-4,-0.8,-5,i,COC(=O)CSc1nc(C)cc(C(F)(F)F)c1C#N
-1,1,2,-11,-2,4,-3,0.4,0,i,FC(F)(F)c1cccc(Cc2noc(CN(Cc3ccccn3)CC3CCCO3)n2)c1 (stereo not drawn)
0,0,2,-9,7,-4,0,-0.8,4,i,Cc1cc(OC(=O)c2cccc(F)c2)c([N+](=O)[O-])c(=O)[nH]1
2,-4,0,-7,-3,17,-7,-2.8,4,i,COc1cc(C(=O)N(CCN(C)C)CC2CCCN(Cc3ccccc3F)C2)ccc1C (stereo not drawn)

Next structures follow:
MT1-MMP act inh,STEP inh,DNMT1 inh,Scp-1 inhibitor,NadD block,SKN-1 block,SUMO1-SIM PPI,LMPTP block,CendR NRP1 mod,Rpn11 inh,canonical_smiles
-15,-2,1,-3,3,1,-3,0.9,5,i,CC(=O)N1CCCC(C(=O)c2ccc(Oc3ccccc3)cc2)C1 (stereo not drawn)
1,1,-4,-3,4,-7,3,-2.3,-18,i,COCc1nnc(NC(=O)C2CCN(C(=O)c3ccco3)CC2)s1
-19,0,-4,-9,26,-14,-17,2.5,-44,+,COc1ccc(-n2c(C)cc(/C=C3\C(=N)N4N=C(CC(=O)N5CCOCC5)SC4=NC3=O)c2C)c(OC)c1
0,1,-1,-10,-7,12,-3,1.7,5,i,CCOc1ccc2oc(C(=O)OCC(=O)N3C(C)CCCC3C)c(C)c2c1 (stereo not drawn)
0,2,-1,-5,-8,13,7,2.3,-2,i,O=C(NC(=S)Nc1ccc(Br)c(Cl)c1)C1CC1
2,-1,1,-6,-4,17,-5,-1.3,2,i,CN1CCN(C(=O)C2=C[C@H](C3CC3)C[C@H](OCc3ccc(CO)cc3)O2)CC1
1,-3,2,-1,-1,10,3,-0.7,3,i,CC(NC(=O)CSc1nc2ccccc2n1C)c1ccccc1 (stereo not drawn)
-1,0,0,-9,-1,-14,4,1.0,-1,i,CC1Cc2ccccc2N1C(=O)CN(C)S(=O)(=O)c1cccc2cccnc12 (stereo not drawn)
1,0,1,-1,5,2,-7,-1.6,-1,i,Cc1nc([N+](=O)[O-])cn1CC(=O)c1ccccc1
2,-2,2,12,1,-13,-6,-1.9,0,i,COc1ccc(/C(O)=C2/C(=O)C(=O)N(CCN(C)C)C2c2cccnc2)cc1C (stereo not drawn)
4,2,10,.,-3,-13,0,-1.4,3,i,C[C@@H]1CN([C@H](C)CO)C(=O)CCCn2nncc2CO[C@@H]1CN(C)S(=O)(=O)c1ccccc1F
4,0,2,1,-2,6,0,-1.6,-14,i,COc1ccc(C(=O)[C@@H]2CC[C@](C)(C(=O)O)C2(C)C)cc1
-13,-1,9,-10,-15,18,-1,6.6,0,i,Cc1ccc(N(CC(=O)Nc2cc(Cl)ccc2Oc2ccccc2)S(C)(=O)=O)cc1C
0,4,-5,13,0,2,7,1.4,-10,i,COc1ccc(S(=O)(=O)NCCSCc2ccco2)cc1OC
1,3,0,-1,-2,2,-14,-0.4,9,i,COc1ccc(/C=N\NC(=O)C2COc3ccccc3O2)cc1O (stereo not drawn)

Some entries already given, reduced to Rpn11 inh.
smiles	Rpn11 inh
COC(=O)CSc1nc(C)cc(C(F)(F)F)c1C#N	i
COc1cccc(NC(=O)CS(=O)(=O)c2cn(CC(=O)N3CCOCC3)c3ccccc23)c1	i
C=Cc1ccc(Cn2c(C)c(C(=O)NCc3cccc(C)c3)sc2=O)cc1	i
FC(F)(F)c1cccc(Cc2noc(CN(Cc3ccccn3)CC3CCCO3)n2)c1 (stereo not drawn)	i

(next part)
MT1-MMP act inh,STEP inh,DNMT1 inh,Scp-1 inhibitor,NadD block,SKN-1 block,SUMO1-SIM PPI,LMPTP block,CendR NRP1 mod,Rpn11 inh,canonical_smiles
0,-1,1,-6,-6,-13,1,-0.4,-13,i,CC(=O)Nc1ccc(NC(=O)C(C)OC(=O)CN2C(=O)C3CCCCC3C2=O)cc1 (stereo not drawn)
4,-2,2,-17,-4,-5,0,-1.2,-3,i,CCOc1ccc(N(C(C)C(=O)N/N=C(\C)C(C)(C)C)S(C)(=O)=O)cc1 (stereo not drawn)
1,-4,-3,-8,0,-8,5,0.8,-1,i,CCCNC(=O)C(Cc1ccccc1)NC(=O)c1ccccc1 (stereo not drawn)
-14,-5,33,11,-4,7,-9,-2.0,-4,i,CCOC(=O)c1nnc(-c2ccc(C)cc2)nc1Sc1ccc(Cl)cc1
-4,2,3,-1,-5,-31,-2,-1.8,-3,i,COCCNC(=O)C1CCC(=O)N(c2ccc(OC)cc2)C1c1ccc(OC)c(OC)c1 (stereo not drawn)
-1,-4,2,-7,2,9,-9,0.0,13,i,O=C(CN(c1ccccc1)S(=O)(=O)c1ccccc1[N+](=O)[O-])Nc1cccnc1
1,-2,3,1,-6,-13,-1,-0.8,10,i,Cc1ccc(CNC(=O)c2ccccc2-n2cnnn2)cc1
-2,5,-8,.,-3,0,7,-0.9,0,i,Nc1ncnc2nn(C3OC(CO)C(O)C3O)nc12 (stereo not drawn)
2,-1,0,0,-1,3,-28,1.7,1,i,Cc1cc(=O)[nH]c(N/N=C/c2c(C)nn(-c3ccccc3)c2Cl)n1
3,1,-1,.,4,-1,12,-1.9,1,i,COc1cccc(NC(=O)c2cnc(NS(=O)(=O)c3ccccc3)nc2)c1
3,0,0,6,5,3,-14,0.1,-2,i,COc1ccc(/C=C/C2=CC(C)(C)NC(=S)N2)cc1OC
3,-2,2,-5,-7,5,-1,-1.2,-12,i,COc1ccccc1NC(=O)CN1CCN(CC(=O)Nc2ccccc2F)CC1
3,1,-2,-9,22,15,4,0.7,10,i,CCCn1c(=O)c(C(=O)NNC(=O)c2ccc(Cl)cc2Cl)c(O)c2ccccc21
3,-2,2,-7,3,-17,-1,-0.9,-9,i,COc1c(Cl)ccc(Cl)c1C(=O)NC(=O)N1CCOCC1
3,-2,4,-10,-2,1,0,-2.4,8,i,C=CCNC(=O)/C(=C/c1ccccc1OCC)NC(=O)c1ccccc1
0,9,-2,.,-3,-1,3,0.3,-27,i,CC(C)c1cccc(-c2csc(C(O)c3ccco3)n2)c1 (stereo not drawn)
0,1,0,-4,-1,-8,-3,-0.2,-15,i,CCOC(=O)N1N=C(C)CC1(O)c1ccc(Cl)cc1 (stereo not drawn)

From PubChem BioAssay

Compounds as they come. Share with any hit: about 3.9%.
